Pf growth 96h: Primary qHTS for delayed death inhibitors of the malarial parasite plastid, 96 hour incubation | AID 504834, 2011 | hit rate 6.9% among 320,000 | P. falciparum luciferase reporter growth, 96 h | Potency, µM (doses to about 28.7 µM), for inactives: at the top dose activity change, negative = inhibition, hits mostly inhibitors
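Parasite growth measured via integrated firefly luciferase reporter in P. falciparum. Infected erythrocytes at 2% hematocrit, 0.05% parasitemia final were treated 96 hours at 37 C under 5% CO2, and luminescence was read.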
HCV inhibitor: qHTS Assay for Inhibitors of Hepatitis C Virus (HCV); hit rate 3.4% among 340,000; Potency, µM (titrated, usually from 41.8 µM), without a hit: at the top dose activity change, negative = inhibition, most hits filed as inhibitors; Huh7.5.1 HCVcc-Cre infection, luciferase reporter, 44 h
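A cell-based infection assay in which seeded cells (1,000 per well) receive test compound after 4 h, are inoculated with HCVcc-Cre at approximately 0.5 moi, and are incubated 44 h before luminescence detection.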
Pf growth 48h: Primary qHTS for delayed death inhibitors of the malarial parasite plastid, 48 hour incubation; Potency, µM (top dose mostly 28.7 µM), without a hit: top-dose activity change, negative = inhibition, usual class: inhibitors; P. falciparum luciferase growth in erythrocytes, 48 h; hit rate 5.9% among 310,000
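In quantitative HTS format, infected erythrocytes bearing luciferase-reporter parasites were treated for a single generation at 37 C. Luminescence after adding detection reagent served as the growth measure.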
Sm TGR block: qHTS Assay for the Inhibitors of Schistosoma Mansoni Peroxiredoxins; Schistosoma mansoni thioredoxin glutathione reductase (TGR), Q962Y6; purified TGR, DTNB reduction, TNB absorbance 405 nm; Potency, µM (series often up to 114 µM), inactives show top-dose activity change, negative = inhibition, hits mostly inhibitors; hit rate 3% among 360,000; AID 485364, 2010; note: nearly all actives have a fitted effect of over 60% in size
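First, TGR (20 nM dispensed) and NADPH were mixed with compound. Second, a 15 min room-temperature incubation followed. Third, further NADPH and then DTNB were added to start the reaction. Finally, TNB absorbance was monitored kinetically.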
Tb PYK inh: qHTS of Trypanosoma Brucei Inhibitors | Potency, µM (highest dose often 76.8 µM), without a hit: at the top dose activity, negative = inhibition, hits mostly inhibitors | pyruvate kinase (Trypanosoma brucei), Q57TT1 | TbPYK enzyme, Kinase-Glo Plus ATP luminescence, 45 min | hit rate 0.12% among 410,000 | AID 624173, 2012; note: nearly all actives have a fitted effect of over 50% in size
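Readout: single end-point luminescence (Kinase-Glo Plus, 10 min). Reaction conditions were TbPYK/substrate plus 130 uM ADP, 45 min at RT, pH 7.2 TEA buffer. No-enzyme wells served as controls, and data were normalized before concentration-response fitting.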
LmPK inh: qHTS Assay for Inhibitors of Leishmania Mexicana Pyruvate Kinase (LmPK); Q27686; purified LmPK, Kinase-Glo ATP luminescence, 1 h; Potency, µM (series often up to 57.5 µM), without a hit: at the highest dose activity change, negative = inhibition, most hits filed as inhibitors; hit rate 0.37% among 290,000; AID 1721, 2009
Target sequence (Q27686 whole entry, looked up): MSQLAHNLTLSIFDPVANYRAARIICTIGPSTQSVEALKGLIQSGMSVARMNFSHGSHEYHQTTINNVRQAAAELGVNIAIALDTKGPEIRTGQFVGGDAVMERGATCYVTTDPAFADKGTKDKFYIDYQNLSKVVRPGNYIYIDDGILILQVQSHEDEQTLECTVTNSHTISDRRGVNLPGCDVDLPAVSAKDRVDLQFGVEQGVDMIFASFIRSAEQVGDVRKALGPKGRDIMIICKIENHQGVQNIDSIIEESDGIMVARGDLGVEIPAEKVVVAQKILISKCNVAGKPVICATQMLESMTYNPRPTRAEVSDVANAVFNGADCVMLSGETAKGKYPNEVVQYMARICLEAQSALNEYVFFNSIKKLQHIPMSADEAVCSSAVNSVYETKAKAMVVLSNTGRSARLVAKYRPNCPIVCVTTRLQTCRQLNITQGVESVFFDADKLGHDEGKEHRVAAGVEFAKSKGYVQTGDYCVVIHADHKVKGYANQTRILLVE
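Screened at intermediate enzyme activity to detect both inhibitors and activators: LmPK at 0.1 nM, with a 0.5 nM enzyme column as activation reference. PEP 0.5 mM, ADP 0.1 mM; ATP detected by luminescence after 1 h.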
Starred values were filed as active, the others as inactive; i = inactive; ? = inconclusive; . = no result given; & = joins results of further samples; [ ] = another dose, or the depositor's remark. Calls come from the whole dose curve; as a rule, active = well fitted curve in the direction sought with a large enough effect; inconclusive = small, poorly fitted or top-dose-only effect, or another doubt; inactive = no such curve, though single readings can be large; an effect the other way counts as inactive or inconclusive. % is set by controls: 0 for no effect and ±100 for the full control effect; potency is the fitted concentration of half-maximal effect.

Under each structure – Tb PYK inh, LmPK inh, Pf growth 48h, Sm TGR block, Pf growth 96h, HCV inhibitor
- CCOc1cc(/C=C2\N=C(C)OC2=O)cc(Br)c1OCCc1ccccc1
    -3%, 11%, ., -13%, ?, -26%
- CC(=O)N/C(=N/c1nc(C)cc(C)n1)Nc1ccc(NC(C)=O)cc1
    -1%, 1%, ?, 2%, 9.3µM*, -1%
- CCNC(=O)NC(=O)COC(=O)CCc1nc(=O)c2ccccc2n1C
    9%, 0%, 23%, 9%, 64%[5.75 µM], 12%
- CCN(CC)S(=O)(=O)c1cc(NS(=O)(=O)c2ccc(Cl)c(C(=O)O)c2)ccc1C
    1%, 1%, -10%, 7%, -2%, 7%
- O=C(Nc1ccon1)c1ccc(OC2CCCC2)cc1
    5%, -1%, -14%, -1%, 5.2µM*, -17%
- O=c1c(-c2ccccc2)c(O)c2c(n1-c1ccccc1)CCCC2
    3%, -3%, ?, 2%, 13%, 10%
- COc1ccc(C(CNc2ncnc3sccc23)N(C)C)cc1OC (stereo not given)
    2%, 0%, -19%, -26%, 0%, -3%
- CCN(CC)c1ncnc2ccc(Br)cc12
    ?, -6%, 40%[activator], 9%, 116%[activator], ?
- CC(=O)Oc1ccc(C2C3=C(CC(C)(C)CC3=O)Nc3cc4c(cc32)OCCO4)cc1 (stereo not given)
    2%, 4%, 0%, 9%, ?, 16%
- C#CCCOC(=O)N1C2=NC(C(=O)OC)=C(C(=O)OC)[C@@H]3N(CC=C)c4ccccc4[C@]23C[C@H]1C(=O)OC
    1%, -8%[11.5 µM], ?, -7%, ?, 33%[activator]
- CCc1c(C)nc(SCC(=O)N2CC(C)OC(C)C2)[nH]c1=O (stereo not given)
    0%, ., 33%[activator], -4%, 7%, -3%
- O=C(O)c1cccc(Oc2ncnc3sc4c(c23)CCCC4)c1
    1%, 1%, -12%, 4%, 10%, 7%
- O=C(CSc1nc2ccccc2o1)c1ccccc1
    -4%, 1%, 141%[activator], -3%, -26%, -1%
- CC(C)N1C(=O)S/C(=C\c2ccc(-c3ccc(Cl)c(C(=O)O)c3)o2)C1=O
    -16%, -4%, 116%[activator], -35%, 158%[activator], 10%
- CCOP(=O)(CN(CC)C(=O)c1ccccc1Br)OCC
    -5%, -4%, 37%[activator], 6%, 7%, -5%
- CCOc1ccccc1CNC(=O)CCNS(=O)(=O)c1ccc2[nH]c(=O)oc2c1
    0%, 10%, ?, 5%, ?, ?
- Cc1cc(C)cc(N2C(=O)C3C4C=CC(C4)C3C2=O)c1 (stereo not given)
    -3%, 4%, -14%, 4%, 68%[activator], 22%
- CN(C)CCCN(C(=O)c1ccc(S(=O)(=O)N2CCc3ccccc3C2)cc1)c1nc2c(F)cccc2s1
    0%, -3%, ?, -18%, -10%, ?
- CCc1ccccc1NC(=O)Nc1ccsc1C(=O)OC
    0%, 6%, -12%, 1%, 275%[activator], -1%
- Cc1ccc(S(=O)(=O)N2CCN(c3nc(C)nc4sc(C)c(C)c34)CC2)cc1
    ., 4%, 23%, -2%, -13%, 6%
- O=C(CNC(=O)c1ccc(Br)o1)Nc1ccc(N2CCCCCC2)cc1
    -14%, ., 39%[activator], -15%, 10µM*, 19%
- Cc1ccc(C)c(S(=O)(=O)Nc2ccc(C(=O)NCC(c3ccco3)N(C)C)cc2)c1 (stereo not given)
    0%, ., ?, -6%, -14%, -2%
- COc1cccc(/C=C/C(=O)Nc2ccc3nc4n(c(=O)c3c2)CCCC4)c1OC
    3%, 19%, 2.1µM*, -2%, ?, ?
- CC(C)(C)c1ccc(OCCN2CCCC2)cc1
    0%, -3%, -22%, 0%, ?, 0%
- O=C(Cc1ccc(F)cc1)N1CCOCC1
    -6%, 6%, 10%, 11%, 0%, 15%
- Fc1ccccc1COc1ccccc1/C=N/Nc1nc(N2CCCC2)nc(N2CCCC2)n1
    -4%, 3%, 41%[activator], -5%, 42%[activator], -21%
- Cc1ccc(C(=O)NC2CCCC2)cc1S(=O)(=O)N1CCCCC1
    1%, 2%, -30%, -10%, 28%, ?
- O=C(NC(=S)Nc1ccccc1[N+](=O)[O-])c1ccccc1
    -2%, 3%, 116%[activator], ?, -10%, 0%
- CC(=O)c1c(C)oc2ccc(OCc3ccccc3)cc12
    -5%, 1%, 53%[activator], 0%, 43%[activator], ?
- O=C(/C=C/c1ccco1)Nc1nc(-c2ccccn2)cs1
    -26%, 11%, ?, 13µM*, ?, -16%
- CC(=O)c1cccc(Nc2cc(C)nc3c(C)cc(C)cc23)c1
    -10%, -4%, 9.3µM*, -1%, ?, -20%
- O=c1cc(-c2ccccc2)[nH]n2cnnc12
    4%, -3%, 0%[0.00184 µM], 2%, 26%, 13%
- CCCCc1cc(=O)oc2cc(OCC(=O)N(CC)CC)ccc12
    -16%, -8%, ?, 4%, ., -22%
- O=C(Cn1cc(C(=O)C(F)(F)F)c2ccccc21)N1CCOCC1
    -6%, 1%, 11%, 1%, -14%, 8%
- CC(C)C(=O)c1ccc(O)c(O)c1
    -11%, -3%, -19%, 0%, -4%, -4%
- CC(=O)c1ccc(N=Nc2ccc(C)cc2)cc1
    5%, -3%, i, -6%, 172%[activator], 10%
- CC1(C)CCC(=O)C=C1Nc1ccc(F)c(Cl)c1
    4%, 8%, ?, 3%, ?, -1%
- O=[N+]([O-])c1ccc(Cl)c(/C=N/N2CCN(c3ccccc3)CC2)c1
    6%, 0%, -8%, -1%, 20%, -10%
- O=c1[nH]c(C2CCCN(S(=O)(=O)c3ccc(F)cc3)C2)nc2c1nnn2Cc1ccc(F)cc1 (stereo not given)
    7%, 6%, ?, -12%, 14%, 29%
- CN1CCN(S(=O)(=O)c2ccc(Oc3ccc(F)cc3Br)nc2)CC1
    -2%, 6%, 7%, -6%, 19%, -12%
- O=C(Oc1ccc(-c2cnc3ccccc3n2)cc1)c1ccco1
    ?, -28%, 171%[activator], -5%, ., ?
- O=C(CSc1cn(CC(=O)N2CCOCC2)c2ccccc12)N1CCOCC1
    -1%, 7%, 0%, -5%, ?, 12%
- Cc1cc(C)nc(N/N=C/c2cc(C)n(CC(F)(F)F)c2C)n1
    3%, 10%, ?, -6%, ?, 0%
- N=c1c2c(-c3ccccc3)c(-c3ccccc3)n(Cc3ccco3)c2ncn1CCCN1CCOCC1
    2%, 1%, ?, 1%, 18%, 7.1µM*
- Cc1cc(N2CCCC2)ccc1/C=C1\NC(=S)N(C)C1=O
    -18%, -4%, 82%[activator], -14%, 0%, ?

Sorted by number of heavy atoms (highest first): part of the list above.
Under each structure – Tb PYK inh, LmPK inh, Pf growth 48h, Sm TGR block, Pf growth 96h, HCV inhibitor
- C#CCCOC(=O)N1C2=NC(C(=O)OC)=C(C(=O)OC)[C@@H]3N(CC=C)c4ccccc4[C@]23C[C@H]1C(=O)OC
    1%, -8%[11.5 µM], ?, -7%, ?, 33%[activator]
- CCN(CC)S(=O)(=O)c1cc(NS(=O)(=O)c2ccc(Cl)c(C(=O)O)c2)ccc1C
    1%, 1%, -10%, 7%, -2%, 7%
- CC(=O)c1cccc(Nc2cc(C)nc3c(C)cc(C)cc23)c1
    -10%, -4%, 9.3µM*, -1%, ?, -20%

More structures
Under each structure – Tb PYK inh, LmPK inh, Pf growth 48h, Sm TGR block, Pf growth 96h, HCV inhibitor
- O=[n+]1c2c(n([O-])c3c1CCCC3)CCCC2
    10%, 1%, 26%, 7%, ?, 0%
- Cc1c(NC(=O)c2cnn3c2NC(c2ccco2)CC3C(F)(F)F)c(=O)n(-c2ccccc2)n1C (stereo not given)
    1%, -4%, 7%, -16%, 4%, 15%&10%
- CCOC(=O)c1cnc2cc(-c3ccc(Cl)cc3)nn2c1N
    3%, -4%, 34%[activator], 3%, 123%[activator], -7%
- NNC(=O)COc1ccc(-c2nccc(-c3ccc(F)cc3)n2)cc1
    3%, -1%, ?, -9%, 12µM*, -28%
- O=C1CCC(=O)N1CNc1ccccn1
    -7%, -2%, 14%, 1%, -7%, 21%
- O=C(COC(=O)C1CC(=O)N(c2ccc3c(c2)OCCO3)C1)NC1CCCc2ccccc21 (stereo not given)
    -8%, 1%, 65%[activator], 4%, 91%[activator], -1%
- O=C(COC(=O)CN1C(=O)NC2(CCCC2)C1=O)Nc1ccccc1C(F)(F)F
    6%, ., 63%[activator], -4%, 6%, 12%
- COc1ccccc1NC(=O)CCCCCN1C(=O)c2cccc3cccc(c23)C1=O
    -10%, -3%, ?, 43%[activator], ?, -29%
- Cc1ccc2nsnc2c1N
    7%, -2%, 4%, -15%, 0%, 15%
- CCOC(=O)c1c(CN2CCOCC2)n(-c2ccccc2)c2ccc(O)cc12
    -6%, -3%, 10µM*, -6%, 0%, ?
- CC(Oc1ccc(Cl)cc1Cl)C(=O)NCCCn1ccnc1 (stereo not given)
    5%, -1%, -15%, -5%, ?, -13%
- O=C(NCCCN1CCCC1=O)c1ccc(NS(=O)(=O)c2cccc([N+](=O)[O-])c2)cc1
    4%, ., 0%, 12%, 4%, -1%
- COc1ccc(NC(=O)c2ccccc2-c2ccc(C(F)(F)F)cc2)cc1S(=O)(=O)N1CCOCC1
    -2%, 3%, ?, -9%, ?, 1%
- CC(=O)Nc1cc(NC(C)=O)cc(C(=O)OCC(=O)c2ccc3c(c2)OCO3)c1
    1%, ., 8%, -2%, 3%, 8%
- CCCCCCCC(=O)Nc1ccc(C(=O)N/N=C/c2cccc([N+](=O)[O-])c2)cc1
    2%, 4%, 0%, -9%, ?, ?
- COc1ccccc1OCc1cc(C(=O)NCc2ccc(N3CCCC3=O)cc2)no1
    13%, 2%, ?, -10%, -11%, ?
- COc1ccc(CN(C)Cc2cc(=O)oc3cc(C)c(C(C)C)cc23)cc1OC
    -5%, 2%, ?, -18%, ?, ?
- C/[N+]([O-])=C\c1coc2ccccc2c1=O
    0%, -5%, ., -4%, 16%, 10%
- COc1cccc(OCCn2cc(C(C)=O)c3ccccc32)c1
    -7%, 0%, 9.3µM*, 1%, ?, ?
- c1cncc(-c2nc(-c3cccs3)cs2)c1
    ?, -2%, 43%[activator], -22%, ?, -10%
- CCCCc1c(O)nc(SCCC(=O)O)[nH]c1=O
    ., 1%, ., -7%, 13%, .
- CN(C(=O)CCN1C(=O)/C(=C/c2ccccc2F)SC1=S)C1CCS(=O)(=O)C1 (stereo not given)
    -6%, 13%, ?, -8%, -31%, 11%
- Cc1nc(-c2ccncc2)nc(NCCNc2ncccc2C(F)(F)F)c1Cl
    -3%, -1%, 10µM*, 6%, ?, ?
- CCN(CC)/C(=N/O)NC(=O)NS(=O)(=O)c1ccc(C)cc1
    -6%, 0%, 0%, -6%, ., 8%
- c1ccc(-c2ccc(OCCCNC3CCCC3)cc2)cc1
    1%, 0%, 13µM*, ., 3%, 11µM*
- CCOC(=O)c1cnc(SCC)[nH]c1=O
    4%, -1%&12%, 8%&-7%, 9%&4%, 11%&3%, 27%&-2%
- O=C(CN1CCC(C(=O)c2ccc3c(c2)OCCO3)CC1)Nc1ccccc1C(F)(F)F
    -5%, -1%, -8%, 7%, 157%[activator], .
- CNS(=O)(=O)c1cccc(C(=O)NNC(=O)CN(C)S(=O)(=O)c2ccc(Cl)cc2)c1
    -12%, ., 0%, 6%, -4%, 6%
- COc1cc(/C=C/C(=O)N2CCCC2)cc(OC)c1OC
    1%, -2%, 12%, 1%, 22%, 18%
- CC(C)Oc1ccc(C(=O)Nc2cc(=O)n(C)c(=O)n2C)cc1
    0%, 0%, ., 0%, 30%, 20%
- CCOc1ccc(Oc2ccccc2NC(=O)CCNC(C)=O)cc1
    -1%, 2%, 2%, 9%, -28%, 13%
